D2 potentiator – positively modulates the human D2 dopamine receptor allosterically; P14416; actives 0.34% (n = 340,000); potentiation, % at 10 µM; HEK293 T-REx D2, calcium flux, EC20 dopamine potentiation;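 active = potentiation over 3 SD above the plate norm, cut at about 30% in these data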; also: 0% is about no effect
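Calcium flux readout, no-wash dye, 1 read/s. Inducible HEK293 Trex D2 line, overnight 30 C. Compound alone 180 s (agonist flags), then EC20 dopamine, another 180 s to score potentiation.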
D1 PAM – enhances dopamine response at the human D1 receptor. HEK293 TREx D1 cells, calcium flux, dopamine EC20 potentiation. AID 504651. potentiation, % at 10 µM. actives 0.036% (n = 360,000). P21728; in the data active = potentiation above about 30%; also: 0% is about no effect
Target sequence (P21728 whole entry, looked up): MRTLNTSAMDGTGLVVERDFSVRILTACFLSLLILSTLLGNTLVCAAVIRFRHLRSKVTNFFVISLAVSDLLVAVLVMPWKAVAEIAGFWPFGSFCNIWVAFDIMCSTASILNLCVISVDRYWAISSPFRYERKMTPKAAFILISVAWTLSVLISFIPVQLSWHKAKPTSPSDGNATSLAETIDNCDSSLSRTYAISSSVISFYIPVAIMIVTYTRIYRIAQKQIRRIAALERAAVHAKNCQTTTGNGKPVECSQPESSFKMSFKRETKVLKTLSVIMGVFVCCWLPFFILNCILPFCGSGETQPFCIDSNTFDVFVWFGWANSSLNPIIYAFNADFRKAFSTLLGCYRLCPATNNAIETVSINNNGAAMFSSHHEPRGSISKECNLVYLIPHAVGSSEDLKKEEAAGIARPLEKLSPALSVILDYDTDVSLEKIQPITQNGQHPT
D1 antagonist – blocks dopamine activation of the human D1 receptor. HEK293 TREx D1 cells, calcium flux, dopamine EC80; active compounds read low. activity change, negative = inhibition, % at 10 µM. P21728. actives 3.2% (n = 360,000); in the data active = activity change below about -30%; also: % is scaled to controls: 0 for no effect and ±100 for the full control effect
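Antagonism measured as reduced calcium response to an EC80 dopamine addition following 180 s compound pre-read; cells were inducible HEK293 Trex D1 plated overnight at 30 C, read kinetically at 1 cycle/sec.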
TRHR ag – agonists of human TRH receptor. activation, % at 2 µM. P34981. AID 493084. actives 0.18% (n = 360,000). TRHR cells, calcium flux fluo-8, FDSS agonist mode; also: 0% is about no effect
Target sequence (P34981 whole entry, looked up): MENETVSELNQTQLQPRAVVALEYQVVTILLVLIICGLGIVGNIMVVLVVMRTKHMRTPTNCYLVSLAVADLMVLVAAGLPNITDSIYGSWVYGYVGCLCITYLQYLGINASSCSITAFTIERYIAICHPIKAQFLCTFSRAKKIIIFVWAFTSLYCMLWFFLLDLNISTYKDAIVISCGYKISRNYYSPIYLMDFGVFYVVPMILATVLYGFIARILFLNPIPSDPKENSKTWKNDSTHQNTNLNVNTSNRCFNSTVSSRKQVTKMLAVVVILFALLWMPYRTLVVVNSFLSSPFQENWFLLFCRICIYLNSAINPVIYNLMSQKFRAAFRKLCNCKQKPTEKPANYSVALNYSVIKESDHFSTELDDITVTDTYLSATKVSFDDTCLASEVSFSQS
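Read-out: compound-evoked intracellular calcium rise in TRHR cells, fluo-8 dye, kinetic FDSS fluorescence at 1 s/cycle following a 10-cycle baseline. Cells cultured overnight before dye loading (30 min–1.5 h, RT).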
D1 ag – activates the human D1 dopamine receptor; actives 1% (n = 360,000); AID 504660; activation, % at 2 µM; HEK293 T-REx D1 cells, calcium flux, agonist mode; P21728; also: 0% is about no effect
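Agonism was scored from calcium flux recorded over 180 s (1 read/s) after pintool compound addition, following a 10-cycle baseline. Cells were inducible force-coupled HEK293 TREx D1, plated overnight at 30 C and loaded with no-wash calcium dye.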
D2 agonist – agonists of human D2 dopamine receptor. activation, % at 2 µM. actives 0.53% (n = 340,000). HEK293 T-REx D2 cells, calcium flux agonist mode. AID 485358;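 active = activation over 3 SD above normal in the single-dose calcium agonist read, cut at about 30% in these data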; also: 0% is about no effect
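In this primary screen, compounds producing a positive calcium signal within 180 s of addition to tetracycline-induced, force-coupled HEK293 Trex D2 cells are flagged; cells are dye-loaded with a no-wash calcium kit beforehand.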
TRHR PAM – allosteric enhancers of human TRH receptor. P34981. TRHR cells, fluo-8 calcium fluorescence, EC20 TRH enhancement. enhancement, % at 2 µM. actives 0.66% (n = 360,000); in the data active = enhancement above about 30%; also: 0% is about no effect
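TRHR-expressing cells loaded with fluo-8 calcium dye were read kinetically (ex 480/em 530) during compound addition, then stimulated with an EC20 of TRH (10 nM final). Enhancement of the Gq-mediated intracellular calcium response was scored.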
RXFP1 antag – antagonists of human relaxin receptor RXFP1. Q9HBX9. HEK293-RXFP1, relaxin-stimulated cAMP HTRF, 30 min; active compounds read low. activity change, negative = inhibition, % at 57.5 µM. actives 0.59% (n = 350,000). AID 1259400;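 active = activity change of -60% or lower, but not beyond a set lower limit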; also: % is scaled to controls: 0 for no effect and ±100 for the full control effect
D2 antag – D2 dopamine receptor (human) antagonism; P14416; HEK293 TREx D2 cells, calcium flux, dopamine EC80; inhibition, % at 10 µM; actives 2% (n = 340,000); AID 485344; in the data active = inhibition above about 30%; also: 0% is about no effect
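Tetracycline-induced HEK293 T-REx cells expressing D2 force-coupled to calcium signalling were dye-loaded, exposed to compound for 180 s, then challenged with an EC80 of dopamine; calcium flux was followed kinetically for a further 180 s.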
* = called active by the depositor; . = not tested or not shown. Rule as the data show it, unless noted: active = activation above about 30%; inactive = the rest.

Key to letters – A = D2 potentiator; B = D1 PAM; C = D1 antagonist; D = TRHR ag; E = D1 ag; F = D2 agonist; G = TRHR PAM; H = RXFP1 antag; I = D2 antag
Cc1ccccc1C(=O)NC1CCN(C(=O)NC2CCCCC2)CC1
  A = 0.2; B = -11.3; C = -8.9; D = -1.4; E = 4.5; F = -1.0; G = 6.0; H = 14.5; I = -6.9

O=C(CN1C(=O)c2ccccc2C1=O)N1CCN(C(=O)c2ccco2)CC1
  A = 11.7; B = 1.3; C = 0.5; D = -2.8; E = 0.0; F = -0.4; G = 6.7; H = 2.1; I = -6.6

CCOC(=O)c1c(C)[nH]c(C)c1S(=O)(=O)NC(C)Cc1ccco1 (stereo not drawn)
  A = 3.6; B = -0.1; C = 11.8; D = -0.6; E = 1.6; F = -0.4; G = -1.3; H = 10.0; I = 16.4

CCOC(=O)N1CCN(C(=O)Cn2ccc3ccccc3c2=O)CC1
  A = 9.9; B = -2.2; C = -3.2; D = 0.3; E = 1.6; F = -0.4; G = 0.6; H = 1.4; I = 5.9

O=C(O)c1ccccc1C(=O)NNc1cccc(Cl)n1
  A = 2.7; B = 2.1; C = -0.1; D = -0.1; E = 0.0; F = 0.1; G = -3.0; H = 1.3; I = 1.6

COc1cc(/C=C2/NC(=O)NC2=O)cc(Br)c1OCc1ccc(C(=O)O)cc1
  A = -3.0; B = -4.0; C = -5.8; D = 0.0; E = 0.4; F = -0.2; G = -1.0; H = -6.7; I = 0.8

COc1cccc(N2C(=O)CN(Cc3ccccc3)C2=S)c1
  A = 7.4; B = 3.5; C = 1.8; D = -0.7; E = 2.3; F = .; G = 5.0; H = 4.9; I = .

CC(NC(=O)c1cccc(NC(=O)c2nsc3ccccc23)c1)c1ccccc1 (stereo not drawn)
  A = -8.1; B = -0.9; C = -8.6; D = 0.4; E = 4.6; F = 0.6; G = 3.7; H = -15.6; I = .

CCCCCC(=O)c1c(C)[nH]c(C(=O)OCC)c1C
  A = 12.9; B = 1.1; C = 10.3; D = -2.0; E = 1.9; F = -1.8; G = -0.6; H = -2.7; I = -19.6

CSc1ccc(CNC(C)(C)CO)cc1
  A = -13.0; B = 12.8; C = 0.6; D = 0.4; E = 3.3; F = 1.6; G = 3.3; H = 2.9; I = -5.6

Cc1ccc(N2C(=O)C3C4C=CC(CNC(=S)N5CCN(c6cccc(C)c6)C(C)C5)(O4)C3C2=O)cc1 (stereo not drawn)
  A = -1.5; B = -2.1; C = -1.3; D = -0.2; E = 0.0; F = -0.1; G = -1.5; H = -9.1; I = 4.9

Cc1cc(NC(=O)N2CC=C(c3c[nH]c4ccccc34)CC2)ccc1Br
  A = .; B = -1.4; C = -16.0; D = 3.4; E = 2.8; F = 1.4; G = 4.6; H = -21.7; I = .

CN1C(=O)C(C)(C)c2cc(S(=O)(=O)N3CCCC(C(=O)Nc4ccc(Cl)cc4)C3)ccc21 (stereo not drawn)
  A = 5.4; B = -0.7; C = -3.1; D = 0.2; E = 2.0; F = -0.6; G = -5.3; H = .; I = -0.8

COC(=O)c1ccccc1NC(=O)N1c2ccccc2Sc2ccccc21
  A = 3.7; B = -7.1; C = -26.2; D = -0.1; E = 6.1; F = 1.4; G = -6.9; H = -2.7; I = -10.1

Cc1ccccc1C(=O)Nc1ccccc1-c1nc(-c2ccccc2)no1
  A = 1.4; B = -1.4; C = -4.5; D = -1.0; E = 1.0; F = -1.4; G = -2.1; H = 15.6; I = .

CCCCNC(=S)N(CCO)Cc1cc2cc3c(cc2[nH]c1=O)OCCO3
  A = 11.9; B = -0.6; C = -4.9; D = -0.5; E = 4.0; F = 1.2; G = 8.7; H = -3.2; I = -13.5

CN(Cc1cccnc1)C(=O)c1ccc2nc(Cc3ccccc3F)oc2c1
  A = -2.7; B = -4.7; C = 1.5; D = 0.0; E = 4.5; F = 0.3; G = -2.1; H = -5.1; I = 8.0

CCOC(=O)c1ccc2c(c1)nc(COc1ccc3ccccc3c1)n2CC
  A = -8.0; B = -1.2; C = 8.6; D = 1.9; E = 7.5; F = 0.6; G = 4.8; H = 4.1; I = 8.7

CN(Cc1ccccc1F)C(=O)COc1ccc(C(=O)c2ccccc2)cc1
  A = -8.7; B = -3.9; C = -7.2; D = 1.0; E = 6.4; F = 0.5; G = -13.9; H = -0.2; I = 6.4

O=C(CC1SC(=Nc2ccccc2)N(CCCCO)C1=O)NCc1ccccc1 (stereo not drawn)
  A = 28.6; B = 0.5; C = -13.6; D = 0.8; E = 2.3; F = 0.7; G = 2.5; H = -4.3; I = -13.2

CC(=Nc1ccccc1)C1=C(O)CCCC1=O
  A = -10.8; B = -0.3; C = -9.1; D = 0.4; E = 0.7; F = 1.4; G = -10.6; H = -16.6; I = 28.2

O=C(OCC(=O)N1CCOCC1)C(c1ccccc1)c1ccccc1
  A = 1.8; B = -5.0; C = -3.6; D = -0.5; E = 2.1; F = -0.4; G = -3.6; H = .; I = -3.3

CNC(=S)N1CCN=C1Nc1nc(C)cc(C)n1
  A = 2.1; B = -3.4; C = 11.8; D = -0.6; E = 2.1; F = -0.5; G = -6.6; H = -15.7; I = -7.4

CC(/C=N/NC(=O)c1ccncc1)=C\c1ccccc1
  A = -16.9; B = -1.7; C = -9.8; D = 1.6; E = 3.4; F = -0.2; G = -3.4; H = 6.9; I = -4.8

COc1ccc(-c2cc(C(=O)N3CC4(C)CC3CC(C)(C)C4)no2)cc1OC (stereo not drawn)
  A = 5.7; B = 1.0; C = 8.2; D = 0.1; E = 4.4; F = 0.7; G = 1.3; H = 0.4; I = 3.4

COc1cc2c(cc1OC)C(c1ccc(Br)cc1)NC(=O)C2 (stereo not drawn)
  A = 7.5; B = -8.0; C = 8.3; D = 1.7; E = 3.6; F = 0.1; G = 5.7; H = -4.0; I = -26.8

O=C(/C=C/c1ccccc1)NC(=S)Nc1ccc(N2CCOCC2)c(Cl)c1
  A = 15.0; B = 1.0; C = -14.0; D = 0.3; E = 0.9; F = 0.8; G = 16.9; H = .; I = -6.2

Cc1cccc(NC(=O)c2sc3cccc(Cl)c3c2Cl)c1
  A = -18.7; B = -1.1; C = -0.9; D = 0.4; E = 0.4; F = -1.1; G = 0.1; H = 1.0; I = .

NC(=O)c1nsc(C(=O)N(c2ccc3c(c2)OCCO3)C(C(=O)NCC2CCCO2)c2ccc(F)cc2)c1N (stereo not drawn)
  A = -2.3; B = -3.0; C = 4.6; D = 1.2; E = 4.0; F = 1.2; G = -5.4; H = -32.1; I = 4.3

CCc1cc(=O)[nH]c(SCc2nc(-c3ccccc3C)no2)n1
  A = 1.0; B = 5.0; C = -3.0; D = -0.2; E = 6.5; F = -0.3; G = -0.6; H = -29.4; I = .

Cc1nn2c(N)c(-c3ccccc3)cnc2c1-c1ccccc1
  A = 0.0; B = -9.8; C = -13.9; D = 1.8; E = 1.3; F = 0.1; G = -1.6; H = -5.8; I = -3.4

Cc1ccc(OCC(=O)N(Cc2nnc(-c3ccccc3Cl)o2)C2CC2)cc1C
  A = -10.9; B = -0.2; C = 7.3; D = -0.1; E = 1.2; F = -0.4; G = -2.8; H = 6.5; I = 1.4

Cc1ccc(-c2nnc(COC(=O)c3cccs3)o2)cc1
  A = -0.4; B = -3.9; C = 5.1; D = -0.1; E = 2.2; F = -0.2; G = 22.4; H = -6.7; I = -14.2

Cc1ccc2c(c1)C1CN(C)CCC1N2C(=S)NC(=O)c1ccc(Cl)cc1Cl (stereo not drawn)
  A = -17.8; B = -2.5; C = -11.3; D = -0.4; E = 1.9; F = 1.4; G = -1.5; H = -12.2; I = -3.4

COc1ccc(S(=O)(=O)Nc2ccccc2-c2nc3ccccc3[nH]c2=O)cc1
  A = 6.3; B = -1.4; C = -3.4; D = 0.4; E = -0.2; F = 1.4; G = -1.3; H = -11.3; I = 2.0

COc1cc2[nH]c(C(=O)N(C)C3CCS(=O)(=O)C3)cc2c(OC)c1OC (stereo not drawn)
  A = -5.3; B = 1.3; C = 3.6; D = 0.6; E = 4.0; F = 1.0; G = 4.2; H = 19.8; I = 1.4

O=C(NCC(=O)N(Cc1ccc(F)cc1)C(C(=O)NC1CCCC1)c1ccco1)c1ccco1 (stereo not drawn)
  A = 12.4; B = 2.5; C = 1.3; D = 0.3; E = -0.2; F = -1.1; G = -3.9; H = 3.4; I = -10.8

CCOc1ccc(NC(=O)N(C2CCCC2)C2CCN(C(C)=O)CC2)cc1
  A = -3.2; B = -2.5; C = -13.7; D = 0.0; E = 3.2; F = -0.1; G = 2.9; H = 3.2; I = 12.0

Cn1cc(C(=O)NCc2cccs2)c(=O)c2cc(S(=O)(=O)N3CCCC3)ccc21
  A = 16.3; B = -1.3; C = 12.6; D = -2.3; E = 0.9; F = -2.0; G = -3.7; H = .; I = -6.4

CCOC(=O)c1cc(OC(=O)c2ccc(Cl)cc2)n(-c2ccccc2)n1
  A = -3.0; B = 0.5; C = 2.2; D = 0.1; E = -1.2; F = 0.8; G = 4.5; H = .; I = .

CCCc1c(O)c2ccccc2[nH]c1=O
  A = 2.1; B = -1.6; C = 6.9; D = 0.1; E = 3.9; F = 0.9; G = 0.3; H = -23.5; I = 3.6

Cc1oc(C(C)(C)C)cc1C(=O)NC1CCN(Cc2ccccc2)CC1
  A = -22.9; B = -9.6; C = 8.7; D = 1.0; E = 25.4; F = 0.6; G = -3.7; H = -17.9; I = 85.3*

O=C(OCc1ccccn1)c1ccc(COc2ccccc2Cl)o1
  A = -10.4; B = -12.3; C = -4.3; D = -0.7; E = 7.8; F = 0.8; G = 0.8; H = -1.2; I = 11.9

COc1ccccc1C1CCN(Cc2ccccc2Cl)CC1
  A = -32.5; B = -5.3; C = 10.9; D = -1.4; E = 7.5; F = 3.0; G = -1.8; H = -10.8; I = 91.9*

Quoted at random: 2 entries already listed
Key to letters – A = D2 potentiator; B = D1 PAM; C = D1 antagonist; D = TRHR ag; E = D1 ag; F = D2 agonist; G = TRHR PAM; H = RXFP1 antag; I = D2 antag
Cc1ccc(OCC(=O)N(Cc2nnc(-c3ccccc3Cl)o2)C2CC2)cc1C
  A = -10.9; B = -0.2; C = 7.3; D = -0.1; E = 1.2; F = -0.4; G = -2.8; H = 6.5; I = 1.4

Cn1cc(C(=O)NCc2cccs2)c(=O)c2cc(S(=O)(=O)N3CCCC3)ccc21
  A = 16.3; B = -1.3; C = 12.6; D = -2.3; E = 0.9; F = -2.0; G = -3.7; H = .; I = -6.4

A different layout for some results above.
Value order – D2 potentiator	D1 PAM	D1 antagonist	TRHR ag	D1 ag	D2 agonist	TRHR PAM	RXFP1 antag	D2 antag
- O=C(NCC(=O)N(Cc1ccc(F)cc1)C(C(=O)NC1CCCC1)c1ccco1)c1ccco1 (stereo not drawn)
→ 12.4	2.5	1.3	0.3	-0.2	-1.1	-3.9	3.4	-10.8
- CCOc1ccc(NC(=O)N(C2CCCC2)C2CCN(C(C)=O)CC2)cc1
→ -3.2	-2.5	-13.7	0.0	3.2	-0.1	2.9	3.2	12.0
- Cn1cc(C(=O)NCc2cccs2)c(=O)c2cc(S(=O)(=O)N3CCCC3)ccc21
→ 16.3	-1.3	12.6	-2.3	0.9	-2.0	-3.7	.	-6.4
- CCOC(=O)c1cc(OC(=O)c2ccc(Cl)cc2)n(-c2ccccc2)n1
→ -3.0	0.5	2.2	0.1	-1.2	0.8	4.5	.	.
- CCCc1c(O)c2ccccc2[nH]c1=O
→ 2.1	-1.6	6.9	0.1	3.9	0.9	0.3	-23.5	3.6
